Bioassay records as filed in PubChem BioAssay.
SIRT5 inh: SIRT5 desuccinylase inhibitors, primary screen, biochemical, fluorescence imaging, single point, set 5. NAD-dependent protein deacylase sirtuin-5, mitochondrial (Homo sapiens), Q9NXA8. Purified SirT5, succinyl-peptide AMC, trypsin-coupled fluorescence. inhibition, % at 15 µM. hit rate 1.1% among 330,000; in the data active = inhibition above about 15%
Target sequence (Q9NXA8 whole entry, looked up): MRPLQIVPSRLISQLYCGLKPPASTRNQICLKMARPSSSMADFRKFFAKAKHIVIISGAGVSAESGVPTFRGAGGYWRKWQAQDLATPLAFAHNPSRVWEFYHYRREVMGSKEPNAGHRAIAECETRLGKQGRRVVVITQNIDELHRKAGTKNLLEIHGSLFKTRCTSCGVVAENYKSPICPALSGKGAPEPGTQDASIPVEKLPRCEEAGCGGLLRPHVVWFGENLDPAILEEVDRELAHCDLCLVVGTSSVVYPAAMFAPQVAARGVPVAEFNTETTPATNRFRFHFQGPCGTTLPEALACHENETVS
ERp5 inh: inhibitors of ERp5-driven insulin aggregation, primary screen, biochemical, turbidity, absorbance 650 nm, single point; Protein disulfide-isomerase A6 (Homo sapiens), Q15084; 90 min; inhibition, % at 9.99 µM; hit rate 0.05% among 350,000; AID 651711, 2012;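 active = mean replicate inhibition above about 25%, with every replicate also reaching it, limit read from the data, passing the limit was not always enough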
Target sequence (Q15084 whole entry, looked up): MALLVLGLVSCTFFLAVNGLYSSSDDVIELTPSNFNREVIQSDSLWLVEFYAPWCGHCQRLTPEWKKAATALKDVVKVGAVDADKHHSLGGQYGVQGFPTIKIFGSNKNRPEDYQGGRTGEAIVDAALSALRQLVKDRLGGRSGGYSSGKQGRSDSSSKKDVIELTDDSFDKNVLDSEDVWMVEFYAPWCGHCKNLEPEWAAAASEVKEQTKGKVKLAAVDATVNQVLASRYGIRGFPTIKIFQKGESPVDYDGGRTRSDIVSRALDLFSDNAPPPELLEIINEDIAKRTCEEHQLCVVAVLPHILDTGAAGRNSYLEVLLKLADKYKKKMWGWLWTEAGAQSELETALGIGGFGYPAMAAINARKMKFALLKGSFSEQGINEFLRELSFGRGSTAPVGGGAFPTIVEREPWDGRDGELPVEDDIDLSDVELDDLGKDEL
DENV2 CPE rescue: inhibitors of DENV2 cytopathic effect, primary screen, cell-based, plate reader, single concentration; DENV2-infected cells, cytopathic effect rescue; CPE inhibition, % at 9.99 µM; hit rate 1.7% among 350,000; AID 651640, 2012; in the data active = CPE inhibition above about 20%, passing the limit was not always enough; tested in BHK-21 cells;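 note: 0% = median of neutral control wells and 100% = median of positive control wells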
ERAP1 inh: human ERAP1 aminopeptidase inhibitors, primary screen, biochemical, single point, plate reader; recombinant ERAP1, Leu-AMC fluorescence, 60 min; Endoplasmic reticulum aminopeptidase 1 (Homo sapiens), Q9NZ08; inhibition, % at 10.7 µM; hit rate 0.15% among 340,000;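 active = mean replicate inhibition of at least 30%, or all replicates individually reaching that 30% level; inactive = mean below 30% and not every replicate reaching it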;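 note: 0% = neutral control wells and 100% = L-leucinethiol positive control wells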
CFTR F508del cor: F508del CFTR correction, initial screen, CFBE line, single point | CFBE cells, YFP halide quenching; stimulated with forskolin plus potentiator P3; % fluorescence drop versus neutral controls | activity (quench increase), % at 7.58 µM | hit rate 0.36% among 350,000 | AID 720511, 2013;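 active = mean added fluorescence quench of at least 8% versus neutral control, with both replicates also reaching 8%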;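 note: cells transiently co-express mutant CFTR-F508del with the halide-sensitive YFP; corrector assay measuring rescue of mutant channel to the surface after 24 h compound exposure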
miR122 inh: miR-122 Renilla sensor signal increase in Huh7, primary screen, miR-122 inhibitor project, cell-based, single point, plate reader; Huh7 miR-122 Renilla luciferase sensor, 48 h; neutral wells = 0, positive control = 100; activation (reporter increase), % at 12.5 µM; hit rate 0.3% among 340,000;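 active = mean replicate activation score at least 90 and every replicate individually at or above 90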;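 note: higher luciferase means less miR-122 activity so hits act as miR-122 inhibitors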
Casp6 inh: human caspase-6 inhibitors, primary screen, biochemical, VEID-R110 fluorescence, single point, set 2. P55212. purified caspase-6, Z-VEID-R110 cleavage fluorescence. inhibition, % at 12.5 µM. hit rate 0.53% among 350,000. AID 686996, 2013;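 active = mean inhibition across replicates at least about 35%, with every replicate also reaching that limit, limit read from the data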;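 note: 0% = median of neutral control wells and 100% = no fluorescence left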
Target sequence (P55212 24-179 limits assumed): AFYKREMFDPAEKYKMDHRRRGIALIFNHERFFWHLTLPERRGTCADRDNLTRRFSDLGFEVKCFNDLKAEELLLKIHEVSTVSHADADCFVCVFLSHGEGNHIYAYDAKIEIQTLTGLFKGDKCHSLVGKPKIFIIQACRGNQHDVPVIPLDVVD
Target sequence (P55212 194-293 limits assumed): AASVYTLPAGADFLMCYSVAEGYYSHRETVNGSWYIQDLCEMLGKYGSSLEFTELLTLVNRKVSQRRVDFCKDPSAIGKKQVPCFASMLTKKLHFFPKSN
Numbers without * were called inactive; & = joins results of further samples; [ ] = another dose, or the depositor's remark.

`C[C@@H]1CCCCO[C@H](CN(C)S(C)(=O)=O)[C@@H](C)CN([C@H](C)CO)C(=O)c2cc(N(C)C)ccc2O1` gave SIRT5 inh 1, ERp5 inh 3, DENV2 CPE rescue -4, ERAP1 inh -2, CFTR F508del cor 0.4, miR122 inh 4[16.7 µM] and Casp6 inh 0.
`CO[C@H]1CN(C)C(=O)c2cc(NC(=O)c3ccc(F)cc3)ccc2OC[C@H](C)N(C(=O)c2ccc(F)cc2)C[C@@H]1C` gave SIRT5 inh 1, ERp5 inh 1, DENV2 CPE rescue -3, ERAP1 inh 3, CFTR F508del cor 2.4 and Casp6 inh -6.
For Cn1c(=O)n(C)c2cc(N3CCOCC3)c(NC(=O)c3ccc(F)cc3)cc21 the results were SIRT5 inh -1, ERp5 inh 2, DENV2 CPE rescue 42*, ERAP1 inh 0, CFTR F508del cor 0.6 and Casp6 inh -1.
For C[C@@H]1CN([C@@H](C)CO)C(=O)Cc2cc(NS(=O)(=O)c3cccs3)ccc2O[C@H]1CN(C)C(=O)Nc1ccc(C(F)(F)F)cc1 the results were SIRT5 inh 7, ERp5 inh 47*, DENV2 CPE rescue 8, ERAP1 inh 1, CFTR F508del cor 0.3, miR122 inh 10[16.7 µM] and Casp6 inh -1.
For COc1cc(OC)cc(-c2c(-c3cccs3)c3cc(-c4cnc(N)nc4)ccc3n2C)c1 the results were ERp5 inh 1, DENV2 CPE rescue -10, ERAP1 inh -2, CFTR F508del cor 4.5, miR122 inh 13 and Casp6 inh 0.
For CCC(C)c1ccccc1NC(=O)CN(CC)CC(=O)Nc1ccc2c(c1)OCCO2 (stereo not given) the results were SIRT5 inh -3, ERp5 inh -8, DENV2 CPE rescue 9, ERAP1 inh 1, CFTR F508del cor 1.3, miR122 inh 6 and Casp6 inh -4.
`CCCN(CCC)CCCNC(=O)c1cn(-c2ccc(OC)cc2)c(=O)c2ccccc12` gave SIRT5 inh 0, ERp5 inh 1, DENV2 CPE rescue 19, ERAP1 inh -1, CFTR F508del cor -0.4, miR122 inh -2 and Casp6 inh -4.
Screening O=C(Cc1ccc(S(=O)(=O)N2CCOCC2)s1)NCCc1ccc(F)cc1 returned SIRT5 inh 2, ERp5 inh 0, DENV2 CPE rescue 2, ERAP1 inh 2, CFTR F508del cor -4.8, miR122 inh 2 and Casp6 inh 0.
For [O-][n+]1cccc2c(Br)cc(Br)c(O)c21 the results were SIRT5 inh -5, ERp5 inh -6, DENV2 CPE rescue 2, ERAP1 inh 1, CFTR F508del cor 1.1, miR122 inh 1 and Casp6 inh 26.
For O=C(N[C@H]1CC[C@H](CCn2cc(C3CCCCC3)nn2)O[C@@H]1CO)c1cccnc1 the results were SIRT5 inh -2, ERp5 inh -10, DENV2 CPE rescue 14, ERAP1 inh 0, CFTR F508del cor -2.3 and Casp6 inh -2.
For CCC(=O)Nc1ccc2c(c1)OC[C@@H](C)N(Cc1ccccc1OC)C[C@H](C)[C@@H](OC)CN(C)C2=O the results were SIRT5 inh 9, ERp5 inh 4, DENV2 CPE rescue 4, ERAP1 inh 0, CFTR F508del cor -1.1 and Casp6 inh -2.
For C[C@H]1CN([C@@H](C)CO)C(=O)c2cc(/C=C/c3ccccc3)cnc2O[C@@H]1CN(C)S(C)(=O)=O the results were SIRT5 inh -19, ERp5 inh -7, DENV2 CPE rescue 0, ERAP1 inh -2, CFTR F508del cor 3.9, miR122 inh -4[16.7 µM] and Casp6 inh -2.
Screening COc1ccc(CC(=O)OCC(=O)N2CCc3ccccc32)cc1OC returned SIRT5 inh -2, ERp5 inh 1, DENV2 CPE rescue -4, ERAP1 inh 7, CFTR F508del cor -4.1, miR122 inh -1 and Casp6 inh 3.
Screening Cc1cc(Br)ccc1SCC(=O)OCC(=O)NC1CC1 returned SIRT5 inh 10, ERp5 inh -1, DENV2 CPE rescue -6, ERAP1 inh -2, CFTR F508del cor -3.5, miR122 inh -8 and Casp6 inh 1.
Screening O=Cc1ccc(O)cc1O returned ERp5 inh 4, DENV2 CPE rescue -4, ERAP1 inh 2, CFTR F508del cor 4.5, miR122 inh -7 and Casp6 inh -2.
Screening CC(=O)N1c2ccc(S(=O)(=O)NCCc3ccc(S(N)(=O)=O)cc3)cc2CC1C (stereo not given) returned SIRT5 inh -3, ERp5 inh 2, DENV2 CPE rescue 4, ERAP1 inh 1, CFTR F508del cor -1.6, miR122 inh 9 and Casp6 inh 2.
O=C1CC2(CCCC2)C(=O)N1CN1CCN(S(=O)(=O)c2cc(F)ccc2F)CC1 was read as ERp5 inh 2, DENV2 CPE rescue -5, ERAP1 inh 0, CFTR F508del cor -0.5, miR122 inh -5 and Casp6 inh 2.
`Cc1ccc(CN(Cc2ccccn2)C(=O)Nc2c(F)cccc2F)cc1` gave SIRT5 inh -14, ERp5 inh -1, DENV2 CPE rescue 5, ERAP1 inh -2, CFTR F508del cor 1.3 and Casp6 inh 3.
Screening CC1(C)SC(C)(C)N(C=O)C1C(=O)O (stereo not given) returned SIRT5 inh -1, ERp5 inh 3, DENV2 CPE rescue -1, ERAP1 inh 0, CFTR F508del cor 2.1, miR122 inh -6 and Casp6 inh 0.
COc1ccc(Cn2cc(C(=O)O)c(=O)c3ccccc32)cc1 was read as SIRT5 inh -3, ERp5 inh -2, DENV2 CPE rescue 4, ERAP1 inh -5, CFTR F508del cor -0.9, miR122 inh -1 and Casp6 inh -3.

2 records drawn at random from those above:
For Cn1c(=O)n(C)c2cc(N3CCOCC3)c(NC(=O)c3ccc(F)cc3)cc21 the results were SIRT5 inh -1, ERp5 inh 2, DENV2 CPE rescue 42*, ERAP1 inh 0, CFTR F508del cor 0.6 and Casp6 inh -1.
Screening COc1ccc(CC(=O)OCC(=O)N2CCc3ccccc32)cc1OC returned SIRT5 inh -2, ERp5 inh 1, DENV2 CPE rescue -4, ERAP1 inh 7, CFTR F508del cor -4.1, miR122 inh -1 and Casp6 inh 3.

The listing continues.
Screening C/C(=N\NC(=O)c1nnn(-c2nonc2N)c1CN1CCCCCC1)c1ccc(Br)cc1 returned SIRT5 inh -2, ERp5 inh 1, DENV2 CPE rescue -2, ERAP1 inh 1, CFTR F508del cor 0.1, miR122 inh -4 and Casp6 inh -3.
For O=C(NCC1CC1)c1ccc2c3n(nc2c1)-c1ccccc1CO3 the results were SIRT5 inh 1, ERp5 inh 1, DENV2 CPE rescue 3, ERAP1 inh 11, CFTR F508del cor 0.1, miR122 inh 3 and Casp6 inh 2.
Screening CN1CCN(c2ccccc2NC(=O)COc2ccc(Cl)cc2)CC1 returned SIRT5 inh -4, ERp5 inh -3, DENV2 CPE rescue 1, ERAP1 inh 4, CFTR F508del cor -1.1, miR122 inh 1 and Casp6 inh -2.
C[C@@H]1CN([C@@H](C)CO)C(=O)c2c(c3ccccc3n2C)-c2ccccc2CO[C@H]1CN(C)Cc1ccc(Cl)c(Cl)c1 was read as SIRT5 inh -1, ERp5 inh 4, DENV2 CPE rescue 8, ERAP1 inh 3, CFTR F508del cor -1.9 and Casp6 inh 2.
C[C@H](CO)N1C[C@H](C)[C@H](CN(C)Cc2ccc(F)cc2)Oc2cc(C#CC(C)(C)O)ccc2S1(=O)=O was read as SIRT5 inh 10, ERp5 inh 2, DENV2 CPE rescue 4, ERAP1 inh 0, CFTR F508del cor 0.3, miR122 inh 3[16.7 µM] and Casp6 inh 4.
`CNC(=O)COc1coc(CN2CCN(Cc3ccccc3)CC2)cc1=O` gave SIRT5 inh -3, ERp5 inh 1, DENV2 CPE rescue 5, ERAP1 inh -7, CFTR F508del cor -0.5, miR122 inh -11 and Casp6 inh -1.
Screening O=C(C[C@@H]1C=C[C@@H](NC(=O)C2CCOCC2)[C@H](CO)O1)NCC1CC1 returned SIRT5 inh -2, ERp5 inh -2, DENV2 CPE rescue -2, ERAP1 inh 0, CFTR F508del cor -0.2, miR122 inh 28[16.7 µM] and Casp6 inh -1.
Cn1ncc(Cl)c1C(=O)NCc1ccco1 was read as SIRT5 inh -4, ERp5 inh 2, DENV2 CPE rescue 5, ERAP1 inh -8, CFTR F508del cor -1.5, miR122 inh -3 and Casp6 inh 1.
`C[C@H](CO)N1C[C@H](C)[C@@H](CN(C)Cc2ccc(Cl)c(Cl)c2)Oc2c(NS(=O)(=O)c3ccc(F)cc3)cccc2C1=O` gave SIRT5 inh 7&10, ERp5 inh -6&5, DENV2 CPE rescue -9&-4, ERAP1 inh 2&-3, CFTR F508del cor 2.3&1.7, miR122 inh 79[16.7 µM] and Casp6 inh 0&10.
`N#CCCN(C(=O)COc1ccc(Cl)cc1Cl)c1ccccc1` gave SIRT5 inh 1, ERp5 inh 0, DENV2 CPE rescue -4, ERAP1 inh 0, miR122 inh -1 and Casp6 inh -3.
CCOc1ccc(CC(=O)NNC(=S)NCCc2ccccc2)cc1 was read as SIRT5 inh -3, ERp5 inh 2, DENV2 CPE rescue 1, ERAP1 inh -7, CFTR F508del cor -0.2, miR122 inh 6 and Casp6 inh -1.
Screening CC(C)C(=O)N1CCN(CCN=CC2=C(O)CC(c3ccco3)CC2=O)CC1 (stereo not given) returned SIRT5 inh 1, ERp5 inh 2, DENV2 CPE rescue -6, ERAP1 inh 1, CFTR F508del cor -0.9, miR122 inh -3 and Casp6 inh 8.
C[C@H]1CN([C@@H](C)CO)C(=O)Cc2cc(NS(C)(=O)=O)ccc2O[C@H]1CN(C)C(=O)NC1CCCCC1 was read as SIRT5 inh -3, ERp5 inh 6, DENV2 CPE rescue 7, ERAP1 inh -2, CFTR F508del cor -0.2, miR122 inh -5[16.7 µM] and Casp6 inh 0.
COc1cccc(N2CCN(S(=O)(=O)c3ccc4c(c3)oc(=O)n4C)CC2)c1 was read as SIRT5 inh -1, ERp5 inh 1, DENV2 CPE rescue 2, ERAP1 inh -2, CFTR F508del cor 0.7, miR122 inh -4 and Casp6 inh 0.
CCCCCCNc1c([N+](=O)[O-])c(=O)sc2ccccc12 was read as SIRT5 inh 0, ERp5 inh 1, DENV2 CPE rescue -3, ERAP1 inh 2, CFTR F508del cor 1.5, miR122 inh 44 and Casp6 inh 0.
`O=C(COC(=O)c1ccc2c(c1)OCO2)Nc1ccccc1OC(F)F` gave SIRT5 inh -3, ERp5 inh 1, DENV2 CPE rescue 1, ERAP1 inh 2, CFTR F508del cor 2.0 and Casp6 inh 2.
Screening Cc1ccc(S(=O)(=O)N(C)C[C@@H]2OCCCC[C@H](C)Oc3ccc(NC(=O)CCC(F)(F)F)cc3C(=O)N([C@@H](C)CO)C[C@H]2C)cc1 returned SIRT5 inh 4, ERp5 inh 3, DENV2 CPE rescue -8, ERAP1 inh 2, CFTR F508del cor -1.4, miR122 inh -2[16.7 µM] and Casp6 inh -2.
Screening COc1ccc(-c2nn(-c3ccccc3)cc2C(=O)NC2CC2)cc1 returned SIRT5 inh 0, ERp5 inh 2, DENV2 CPE rescue 1, ERAP1 inh -2, CFTR F508del cor 0.1, miR122 inh 5 and Casp6 inh 5.

Molecules listed so far that contain a furan ring, fused or not (two):
Cn1ncc(Cl)c1C(=O)NCc1ccco1 was read as SIRT5 inh -4, ERp5 inh 2, DENV2 CPE rescue 5, ERAP1 inh -8, CFTR F508del cor -1.5, miR122 inh -3 and Casp6 inh 1.
Screening CC(C)C(=O)N1CCN(CCN=CC2=C(O)CC(c3ccco3)CC2=O)CC1 (stereo not given) returned SIRT5 inh 1, ERp5 inh 2, DENV2 CPE rescue -6, ERAP1 inh 1, CFTR F508del cor -0.9, miR122 inh -3 and Casp6 inh 8.
